Screening data (PubChem BioAssay)
DDE Tn7 FP inh: inhibitors of Tn7 peptide binding to fibrin DD(E), primary screen, biochemical, fluorescence polarization, human fibrin, Tn7 probe; FP displacement of FITC-Tn7 peptide from fibrin DD(E); 0% = median of compound wells per plate; inhibition, % at 8.3 µM; actives 0.13% (n = 370,000); AID 720508, 2013;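 active = inhibition above the mean of compounds falling within the control limits plus 3 SD of them, cut at about 14% in these data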;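 note: 0% = plate median of compound wells and 100% = 10 µM Aha-Tn7 peptide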
Target sequence (P02675 whole entry, looked up): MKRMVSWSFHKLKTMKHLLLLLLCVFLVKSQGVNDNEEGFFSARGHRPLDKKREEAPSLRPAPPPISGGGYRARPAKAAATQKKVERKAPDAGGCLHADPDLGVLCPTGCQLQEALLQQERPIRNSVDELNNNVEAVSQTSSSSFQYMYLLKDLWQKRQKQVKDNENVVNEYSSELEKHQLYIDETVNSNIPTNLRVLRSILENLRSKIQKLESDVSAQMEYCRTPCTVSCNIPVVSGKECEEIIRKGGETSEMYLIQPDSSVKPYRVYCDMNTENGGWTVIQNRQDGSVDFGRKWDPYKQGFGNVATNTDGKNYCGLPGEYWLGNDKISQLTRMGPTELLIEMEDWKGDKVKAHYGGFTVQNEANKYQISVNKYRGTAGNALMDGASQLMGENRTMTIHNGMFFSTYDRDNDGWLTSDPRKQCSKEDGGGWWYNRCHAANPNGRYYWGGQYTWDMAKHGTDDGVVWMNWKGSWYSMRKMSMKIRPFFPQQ
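Assay system: human fibrin DD(E) protein / Input: 2 µM fibrin DD(E) / Benchmarks: high control of 10 µM Aha-Tn7 peptide / Measured by: fluorescence polarization of the labelled Tn7 tracer / Medium: Tris buffer with calcium and detergent, pH 7.8 / Timing: 10 min compound pre-incubation, 3 h probe incubation at room temperature / Repeats: one replicate per compound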
DDE Tn6 FP inh: inhibitors of Tn6 peptide binding to fibrin DD(E), primary screen, biochemical, fluorescence polarization, human fibrin, Tn6 probe; actives 0.21% (n = 370,000); Fibrinogen beta chain (Homo sapiens), P02675; inhibition, % at 8.3 µM; Fibrin DD(E) TRITC-Tn6 fluorescence polarization displacement;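 active = inhibition above a per-campaign cutoff: mean of compounds within control limits plus 3 SD, cut at about 15% in these data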;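 note: 0% = median of all compound wells on the plate and 100% = blocking peptide control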
UHRF1 MBD2 ctr: UHRF1 methylated DNA binding inhibitors, primary screen, counter-screen for MBD2 inhibitor project, biochemical, TR-FRET, human UHRF1, single concentration | UHRF1 binding to methylated oligo | inhibition, % at 4.4 µM | actives 0.75% (n = 370,000) | AID 687016, 2013; in the data active = inhibition above about 21%;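 note: UHRF1 SRA domain binding a hemimethylated CpG hairpin DNA probe; 0% = median of test compound wells and 100% = reference inhibitor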
PRMT1 FP inh: PRMT1 methyltransferase inhibitors, primary screen, biochemical, fluorescence polarization. Protein arginine N-methyltransferase 1 (Homo sapiens), Q99873. recombinant PRMT1, activity-based probe fluorescence polarization. inhibition, % at 2.79 µM. actives 1.3% (n = 370,000). AID 652257, 2013;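 active = inhibition above about 21% made by adding two undisclosed values, limit read from the data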
Target sequence (Q99873 whole entry, looked up): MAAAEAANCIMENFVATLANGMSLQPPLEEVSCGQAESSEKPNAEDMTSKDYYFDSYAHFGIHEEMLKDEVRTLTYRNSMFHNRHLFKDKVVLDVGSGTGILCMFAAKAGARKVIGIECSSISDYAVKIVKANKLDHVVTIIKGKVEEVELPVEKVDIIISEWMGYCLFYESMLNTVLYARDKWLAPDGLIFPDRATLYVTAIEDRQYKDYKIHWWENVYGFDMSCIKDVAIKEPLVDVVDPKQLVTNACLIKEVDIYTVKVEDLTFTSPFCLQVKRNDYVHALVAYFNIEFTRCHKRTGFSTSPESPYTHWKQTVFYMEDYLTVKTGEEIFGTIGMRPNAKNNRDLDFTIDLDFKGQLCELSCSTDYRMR
LEDGF integ inh: blockers of LEDGF/p75-dependent integrase strand transfer – biochemical, TR-FRET, high throughput, primary screen; HIV-1 integrase (with human LEDGF/p75); TR-FRET IN-LEDGF/p75 DNA integration, Eu/Cy5; inhibition, % at 3.7 µM; actives 0.64% (n = 370,000);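 active = inhibition above the screen-wide mean plus 3 SD, cut at about 13% in these data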;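 note: signal is the Cy5 over europium emission ratio at 671 and 618 nm; 0% = plate median of compound wells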
TCR-CD3 inh: inhibitors of human TCR-CD3 interaction, primary screen, biochemical, fluorescence, TAMRA-labeled TCR probe; inhibition, % at 9.4 µM; T-cell receptor (TCR); actives 0.37% (n = 360,000); in the data active = inhibition above about 19%;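 note: recombinant mutant TCR 2C K166C tagged with TAMRA read by polarization; 0% = receptor in buffer alone and 100% = receptor with positive control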
MBD2 inh: inhibitors of MBD2 binding to methylated DNA, primary screen, biochemical, TR-FRET, DNA-binding domain, human. Methyl-CpG-binding domain protein 2 (Homo sapiens), Q9UBB5. AID 686964, 2013. actives 0.31% (n = 370,000). inhibition, % at 4.4 µM. MBD2 binding to methylated oligonucleotide; in the data active = inhibition above about 13%
TDP2 inh: human TDP2 enzyme inhibitors, primary screen, biochemical, epi absorbance, recombinant enzyme; Tyrosyl-DNA phosphodiesterase 2 (Homo sapiens), O95551; T5PNP hydrolysis, p-nitrophenol absorbance 415 nm; inhibition, % at 12.8 µM; actives 0.34% (n = 370,000);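 active = inhibition above the mean of all tested compounds plus 3 SD, set per campaign, cut at about 25% in these data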;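 note: 0% = DMSO with enzyme and 100% = buffer with substrate but no TDP2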
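test system = human TDP2 enzyme | input = TDP2 enzyme at 120 nM final | medium = 50 mM Tris-HCl pH 7.5 with Mg2+, KCl, DTT, BSA | also added = T5PNP substrate, 5 mM | times = 2 h at 37 °C | technique = epi absorbance | benchmarks = high control without enzyme, low control DMSO plus TDP2 | replication = each compound tested once, singlicate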
proKLK7 act: proKLK7 zymogen activators, primary screen, biochemical, fluorescence intensity. activation, % at 7 µM. purified proKLK7, EDANS-DABCYL substrate fluorescence; 100% is mature enzyme control, 0% vehicle. actives 0.9% (n = 370,000). Kallikrein-7 (Homo sapiens), P49862;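 active = activation above the mean of all tested compounds plus 3 SD, computed per campaign excluding outliers beyond control limits, cut at about 13% in these data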
SIAE inh: human SIAE inhibitors, primary screen, biochemical, fluorescence polarization, FP-Rh probe, 1536-well HTS. Sialate O-acetylesterase (Homo sapiens), Q9HAT2. SIAE FP-Rh probe binding. inhibition, % at 9.66 µM. actives 0.69% (n = 370,000). AID 1053197, 2014;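 active = inhibition above a cutoff: mean of compounds within the control limits plus 3 SD of those, cut at about 17% in these data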;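 note: 0% = plate median of compound wells and 100% = probe without SIAE protein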
An asterisk follows results filed as active; nt = no result given.

SMILES | DDE Tn7 FP inh | DDE Tn6 FP inh | UHRF1 MBD2 ctr | PRMT1 FP inh | LEDGF integ inh | TCR-CD3 inh | MBD2 inh | TDP2 inh | proKLK7 act | SIAE inh
O=C(CSc1nnc(CNC(=O)c2ccco2)o1)Nc1nc2ccccc2s1 | -2.0 | 6.2 | 0.2 | 56.4* | -5.0 | -5.1 | -3.3 | 8.8 | -0.1 | -5.8
Cc1onc(-c2ccccc2)c1C(=O)OCC(=O)c1ccccc1 | 0.0 | 1.4 | 1.4 | -1.0 | -1.9 | 0.0 | 2.6 | -1.1 | -0.7 | -5.5
Cc1ccc2c(c1)C1CN(C)CCC1N2C(=O)c1ccc(Cl)c(S(=O)(=O)N2CCOCC2)c1 (stereo not drawn) | -6.6 | 1.1 | 3.8 | -3.1 | 3.2 | -3.6 | -1.1 | -3.9 | -0.2 | 5.5
O=C(NC1CCN(C(=S)Nc2ccc(Cl)cc2)CC1)c1ccco1 | 3.7 | 4.9 | 0.1 | 4.0 | -1.0 | 3.3 | -3.5 | -3.0 | -0.5 | 5.5
Nc1nc(SCc2ccc(Cl)c(Cl)c2)n[nH]1 | 0.7 | 1.3 | 6.3 | 3.2 | -2.2 | 2.3 | 1.7 | 4.8 | 0.0 | -4.1
Cc1cc(C)c2c(Cn3ccnc3)cc(=O)oc2c1 | 1.0 | -5.7 | 2.1 | -0.4 | 1.1 | -7.7 | -2.5 | 9.3 | -0.1 | -1.0
CCOc1ccc(/C=N/Nc2ccccc2)cc1 | 9.6 | -0.6 | -0.4 | -1.8 | 0.0 | 4.5 | -1.4 | 2.6 | -1.1 | 3.9
N=c1n(CCOc2ccccc2)c2ccccc2n1CCN1CCOCC1 | -1.6 | -1.4 | -0.9 | -2.9 | -1.1 | 7.6 | -5.9 | 7.0 | 0.1 | -2.7
CC(C)C1=NN(C(=O)c2ccccc2)C(O)(C(C)(C)C)C1 (stereo not drawn) | 5.0 | 2.2 | 0.1 | 2.9 | -0.1 | 2.8 | 1.9 | 4.4 | -0.5 | 0.8
COc1ccc(-n2c(=O)[nH]c3cc(C(=O)NCCc4ccc(Cl)cc4)ccc3c2=O)cc1OC | -3.6 | -2.1 | 0.4 | -0.4 | 1.2 | 3.8 | 1.6 | 1.4 | 0.2 | -9.6
CC(=O)NCC1COc2ccccc2O1 (stereo not drawn) | -0.4 | 2.3 | 0.2 | -6.0 | 4.1 | -1.6 | -0.3 | 5.8 | -0.2 | 2.1
O=[N+]([O-])c1ccc(N2CCCCCC2)c([N+](=O)[O-])c1 | -4.3 | 3.7 | 0.5 | 1.7 | -2.3 | -3.1 | -3.2 | -12.7 | 0.4 | 2.4
O=C(NC1(C(=O)NC2CCCC2)CCCCC1)c1ccc2c(c1)OCO2 | 5.5 | 0.5 | 0.0 | -1.1 | 1.1 | 1.9 | 2.2 | -5.2 | -0.4 | 1.5
O=C(/C=C/c1ccc(Br)o1)Nc1nccs1 | -1.0 | -1.7 | -2.5 | 0.8 | -1.9 | 1.4 | -2.2 | 1.1 | 3.5 | -7.4
CCSc1ncc(C)cc1[N+](=O)[O-] | 0.1 | 2.1 | -3.0 | -3.7 | -0.6 | 4.0 | 0.0 | -0.8 | 0.2 | 0.4
O=c1c2ccccc2c(=O)n(Cc2ccccc2)n1Cc1ccccc1 | 3.2 | -2.4 | -0.3 | -2.0 | -2.4 | 6.2 | 0.6 | -0.3 | 0.4 | -7.2
COc1cc(OC)c(C2C=CC(=O)CC2)c(OC)c1 (stereo not drawn) | -1.4 | -5.5 | -1.2 | 2.7 | -1.3 | -1.7 | -4.3 | 6.1 | 0.9 | 14.8
CCN(CC(=O)N(CC(C)C)c1c(N)n(CC(C)C)c(=O)[nH]c1=O)Cc1nc2ccccc2c(=O)[nH]1 | 11.6 | 3.6 | -0.5 | -0.5 | -1.9 | 10.4 | 1.7 | 6.5 | 1.7 | -2.6
Cc1noc(C)c1COc1ccc(C(=O)N2CCN(S(=O)(=O)c3ccccc3)CC2)cc1 | -1.5 | -2.0 | -0.9 | -0.1 | -1.4 | -11.2 | 1.9 | 3.8 | 0.4 | 2.8
Cc1ccc(CSc2nnc(SCC(=O)N/N=C/c3c[nH]c4ccccc34)s2)cc1 | 5.1 | 0.6 | -2.0 | -2.1 | 0.4 | -6.1 | 1.4 | -1.1 | -0.6 | -0.1
CCN(CC)CCCN(Cc1cc2cc3c(cc2[nH]c1=O)OCCO3)C(=O)Nc1ccc(F)cc1 | 1.4 | 5.1 | 0.7 | -0.8 | -0.1 | 1.9 | 1.9 | -8.9 | 2.4 | -4.0
O=P(c1ccc2c(c1)OCCO2)(N1CCOCC1)N1CCOCC1 | -4.4 | -5.7 | 5.0 | -0.4 | 4.4 | -4.7 | 2.8 | -6.9 | -0.5 | 0.7
Cc1nn(C)cc1CN1CCCC(C(=O)c2ccc(-c3ccccc3)c(F)c2)C1 (stereo not drawn) | 0.6 | -7.7 | 0.6 | 1.0 | 0.6 | -7.5 | -1.7 | 3.1 | -0.5 | 5.0
CC1(N2CCCCC2)CC2(O)C(=[N+]1[O-])CCC/C2=N\O (stereo not drawn) | -7.6 | 4.1 | 2.6 | 0.7 | 3.7 | -0.5 | -2.5 | -9.1 | -0.2 | 6.1
O=C(Cn1cc(S(=O)(=O)N2CCN(c3ccccc3F)CC2)c2ccccc2c1=O)NCCCN1CCCCCC1 | -0.7 | 8.4 | 3.1 | 1.8 | 0.6 | -4.1 | 3.4 | -2.1 | 0.2 | -7.5
CCCCNC(=O)C1C(c2ccccc2)=Nc2ccccc2N1C(=O)c1ccc(C)cc1 (stereo not drawn) | 2.1 | -1.4 | -1.7 | -2.9 | 2.0 | 5.6 | -2.6 | 7.4 | 0.6 | -14.1
N#Cc1c(-c2ccccc2)nc(N2CCCCCC2)[nH]c1=O | 7.5 | -2.7 | -0.4 | 0.4 | 1.1 | 3.4 | -1.9 | 3.2 | 0.4 | -6.0
COc1ccc(C(=O)NCCCNC(=O)c2ccco2)cc1OC | 8.0 | -2.3 | 0.5 | 0.0 | 2.3 | -5.1 | 0.6 | -7.9 | -0.7 | -0.5
O=C(NCc1cccs1)C1(S(=O)(=O)c2ccccc2)CC=CC1 | 12.4 | -5.0 | 1.2 | 2.7 | -0.2 | -3.7 | -0.4 | 6.9 | 0.1 | 2.6
CC1Cc2cc(S(=O)(=O)N3CCCCC3)ccc2N1C(=O)C1CCC1 (stereo not drawn) | -0.4 | 9.3 | 0.1 | 2.4 | 0.1 | 10.9 | -4.1 | 7.1 | -0.1 | -5.2
COc1cc(NC(=O)CSc2nc3[nH]ncc3c(=O)n2-c2ccccc2C)cc(OC)c1OC | -0.6 | -3.5 | -1.2 | -3.4 | -0.6 | 2.9 | -1.1 | 3.9 | -0.6 | 7.8
CCC[C@H]1[C@@H](OC(=O)NCCc2ccccc2)CC[C@@]23CCCN2C(=O)CCC[C@@H]13 | 3.8 | 2.2 | 0.4 | 0.7 | -4.6 | nt | -0.5 | 5.2 | nt | -3.0
CCCCOC(=O)Nc1cc(OC)c(Cl)cc1OC | -5.8 | -7.4 | 0.8 | -2.4 | -2.6 | 7.5 | -4.9 | 9.5 | 0.0 | 0.9
O=C(NCCNCc1ccc(F)cc1)c1ccco1 | -1.6 | -6.1 | 0.9 | -5.1 | 21.6* | -10.7 | -2.8 | 6.7 | 0.3 | 11.2
Cc1ccc(Cn2c(=N)c(S(=O)(=O)c3ccc(C)cc3)cc3c(=O)n4ccccc4nc32)cc1 | 1.0 | -3.0 | 1.5 | 2.2 | -0.5 | 7.0 | -0.2 | -2.1 | 0.4 | -2.1
COC(=O)[C@]12C[C@H](CC(=O)N3CCCCC3)C(=O)N(Cc3ccc(Cl)cc3Cl)C1=C[C@H](COCc1ccccc1)O[C@@H]2C | -1.9 | -1.8 | 1.8 | 7.3 | -3.0 | nt | -1.6 | -9.7 | 0.2 | -3.8

Sorted by the number under MBD2 inh (lowest first): 3 from the list above
SMILES | MBD2 inh
COc1cc(NC(=O)CSc2nc3[nH]ncc3c(=O)n2-c2ccccc2C)cc(OC)c1OC | -1.1
CCSc1ncc(C)cc1[N+](=O)[O-] | 0.0
O=c1c2ccccc2c(=O)n(Cc2ccccc2)n1Cc1ccccc1 | 0.6

(continued)
SMILES | DDE Tn7 FP inh | DDE Tn6 FP inh | UHRF1 MBD2 ctr | PRMT1 FP inh | LEDGF integ inh | TCR-CD3 inh | MBD2 inh | TDP2 inh | proKLK7 act | SIAE inh
O=C(CNC(=O)c1ccc(Br)cc1)OC1CCOC1=O (stereo not drawn) | 7.2 | 4.0 | 2.1 | 4.3 | -2.9 | -0.1 | -0.2 | 9.7 | -0.2 | 0.8
COc1ccc(N2C(=O)c3ccccc3NC(=O)C2C(=O)NCc2ccco2)cc1 (stereo not drawn) | -1.9 | -3.3 | -3.4 | 0.1 | -3.0 | 3.8 | 0.7 | -8.4 | 0.4 | 6.0
Cc1ccccc1C(=O)N[C@H](C(=O)N1CCC[C@H]1C(=O)NCc1ccccc1)c1ccccc1 | -5.8 | 7.0 | -0.5 | -2.1 | 0.6 | 6.8 | -4.4 | 1.7 | -0.1 | -1.4
C=CCSC1=C(C#N)C(c2ccc(C(C)C)cc2)CC(=O)N1 (stereo not drawn) | 0.8 | -0.3 | -3.0 | 20.8 | -0.1 | 0.5 | 3.5 | -1.8 | -0.2 | 15.9
Cc1cccc(NC(=O)Nc2ccccc2[N+](=O)[O-])n1 | -1.3 | 1.9 | -1.2 | -4.1 | -0.6 | 2.9 | 2.4 | 3.0 | -0.9 | 4.3
CO/N=C/C1CCN(c2ncc(C(F)(F)F)cc2Cl)C1=O (stereo not drawn) | 5.5 | 6.0 | 0.8 | -3.8 | -1.2 | 1.0 | 1.5 | 1.3 | -0.5 | -5.3

An excerpt from above, showing only MBD2 inh, DDE Tn6 FP inh and SIAE inh:
molecule | MBD2 inh | DDE Tn6 FP inh | SIAE inh
O=C(/C=C/c1ccc(Br)o1)Nc1nccs1 | -2.2 | -1.7 | -7.4
COc1ccc(C(=O)NCCCNC(=O)c2ccco2)cc1OC | 0.6 | -2.3 | -0.5
